Screening data as filed in PubChem.
S1P4 agonist = human S1P4 receptor agonism; O95977; S1P4-expressing cell line, agonist reporter assay; activation, % at 4.98 µM; 220,000 compounds, 0.35% hits; in the data active = activation above about 11%;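 also: 0% = DMSO vehicle and 100% = reference agonist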
EP2 modulator = modulators of human EP2 prostaglandin E2 receptor; EP2-expressing cells, cAMP HTRF FRET, PGE2 co-stimulation; induction, % at 25 µM; 260,000 compounds, 0.83% hits; AID 940;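 active = compounds whose cAMP rise, as percent of the full-agonist control response, exceeds 60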;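 also: rat C6 glioma line stably carrying human EP2 under a CMV promoter; the protocol text gives 20 µM as final concentration; 100% = response of wells given 1 µM PGE2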
NPY Y1 blocker = blocks the human neuropeptide Y Y1 receptor | 200,000 compounds, 1% hits | HEK293-CNG Y1 cells, membrane potential fluorescence; NPY at EC95, then isoproterenol | P25929 | inhibition, % at 3.6 µM;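 active = inhibition above the campaign mean inhibition of all tested compounds plus 3 SD, cut at about 20% in these data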;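 also: 0% = DMSO wells given NPY plus isoproterenol and 100% = isoproterenol alone without NPY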
Target sequence (P25929 whole entry, looked up): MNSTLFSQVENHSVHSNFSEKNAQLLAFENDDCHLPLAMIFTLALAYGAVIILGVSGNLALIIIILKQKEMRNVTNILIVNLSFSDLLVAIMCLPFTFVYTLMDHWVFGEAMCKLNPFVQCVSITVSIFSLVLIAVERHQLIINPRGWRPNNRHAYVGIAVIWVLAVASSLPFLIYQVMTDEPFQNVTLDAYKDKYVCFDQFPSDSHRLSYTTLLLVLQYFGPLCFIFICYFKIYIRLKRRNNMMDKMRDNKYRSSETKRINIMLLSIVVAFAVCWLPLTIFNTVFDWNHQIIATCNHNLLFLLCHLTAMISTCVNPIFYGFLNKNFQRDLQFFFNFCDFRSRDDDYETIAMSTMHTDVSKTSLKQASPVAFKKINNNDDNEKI
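Assay system: HEK293 cells with Y1 receptor plus CNG channel | Probe or stimulus: NPY (25 nM), isoproterenol (1 µM), Ro 20-1724 (25 µM) | Timing: Compound incubation 1 h at room temperature, readout 45 min post-stimulation | Measured by: Membrane-potential fluorescent dye readout | Benchmarks: High control isoproterenol alone, low control NPY with isoproterenol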
NPY-Y2 PAM-ag = potentiates or activates human NPY-Y2 receptor. cells expressing NPY-Y2, potentiator/agonist read-out. 220,000 compounds, 0.45% hits. activation, % at 3.6 µM. P49146; in the data active = activation above about 27%;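 also: cells stimulated with NPY near EC25 plus isoproterenol at EC100; 0% = vehicle plus submaximal agonist and 100% = vehicle plus saturating agonist; some results beyond the cut were filed as inactive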
NPY1 pot ag = potentiators or agonists of human neuropeptide Y receptor Y1 | 220,000 compounds, 0.37% hits | AID 1304 | P25929 | activation, % at 3.6 µM | NPY-Y1 expressing cells, potentiator/agonist activation; in the data active = activation above about 33%, passing the limit was not always enough;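 also: cells stimulated with NPY at EC10 then isoproterenol at EC100; 0% = low agonist plus stimulus and 100% = saturating agonist plus stimulus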
CHOP inh = inhibitors of CHOP induction in ER stress response. 220,000 compounds, 3.8% hits. CHO-K1 CHOP-promoter luciferase, tunicamycin-induced, 15-18 h. inhibition, % at 10 µM;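 active = compounds that reduced the stress-induced luciferase reporter signal by more than about 70% of percent inhibition, limit read from the data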;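 also: 0% = tunicamycin plus vehicle and 100% = wells without tunicamycin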
TRPN1 ag = zebrafish TRPN1 (NompC) channel agonism. HEK293 zebrafish TRPN1-YFP, Fluo-8 calcium fluorescence; 100% = response to 87 µM carbachol. activation, % at 3 µM. 220,000 compounds, 0.18% hits. AID 1424;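 active = activation above its plate's cutoff, the mean activation of test wells on that plate plus 3 SD, cut at about 19% in these data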;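 also: 0% = DMSO alone and 100% = 87 µM carbachol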
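Material: zebrafish TRPN1-YFP in HEK293 cells; Doses: single test compound dose, 3 µM nominal, 0.3% DMSO; Timing: dye loading 1 h at 37 °C, then 30 min room temperature; Technique: intracellular calcium fluorescence with Fluo-8; Benchmarks: high carbachol 87 µM, low DMSO alone.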
S1P4 antag = human S1P4 receptor antagonism | O95977 | S1P4-expressing cells, antagonist mode, reporter read-out | inhibition, % at 4.98 µM | 220,000 compounds, 0.26% hits | AID 1510; in the data active = inhibition above about 29%;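 also: 0% = wells stimulated with agonist and 100% = vehicle wells without agonist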
TRPML3 ag = agonists of human TRPML3 channel; Q8TDD5; HEK293 TRPML3-YFP, Fluo-8 calcium fluorescence; 100% = the carbachol control signal; activation, % at 3 µM; 220,000 compounds, 0.29% hits; AID 1448;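 active = activation above its plate's cutoff, the mean activation of the plate's test wells plus 3 SD, cut at about 12% in these data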;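 also: 0% = DMSO only wells and 100% = carbachol wells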
Target sequence (Q8TDD5 whole entry, looked up): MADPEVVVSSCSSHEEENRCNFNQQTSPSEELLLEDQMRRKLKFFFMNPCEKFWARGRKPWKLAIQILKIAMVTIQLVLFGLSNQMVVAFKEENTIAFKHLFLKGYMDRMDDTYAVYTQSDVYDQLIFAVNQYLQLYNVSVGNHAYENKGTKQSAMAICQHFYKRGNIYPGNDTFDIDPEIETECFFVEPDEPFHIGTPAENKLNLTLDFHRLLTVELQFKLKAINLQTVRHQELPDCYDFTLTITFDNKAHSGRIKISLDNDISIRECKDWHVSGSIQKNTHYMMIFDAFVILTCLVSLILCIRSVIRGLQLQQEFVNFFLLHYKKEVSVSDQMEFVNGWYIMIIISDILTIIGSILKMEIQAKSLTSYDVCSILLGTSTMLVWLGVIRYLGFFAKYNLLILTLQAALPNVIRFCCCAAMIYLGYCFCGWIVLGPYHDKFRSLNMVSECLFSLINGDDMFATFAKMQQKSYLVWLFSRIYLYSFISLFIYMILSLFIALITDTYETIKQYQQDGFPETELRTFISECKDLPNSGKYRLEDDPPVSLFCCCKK
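Test system: TRPML3-YFP stable HEK293 cells. Doses: single point at 3 µM. Incubation: dye loading 1 h 37 °C then 30 min ambient, 125 s read. Signal: Fluo-8 calcium dye fluorescence, ex 470-495, em 515-575 nm. Measure: percent activation from peak-to-basal fluorescence ratio, scaled between DMSO and carbachol.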
An asterisk follows results filed as active; x = not tested or not shown.

SMILES	S1P4 agonist	EP2 modulator	NPY Y1 blocker	NPY-Y2 PAM-ag	NPY1 pot ag	CHOP inh	TRPN1 ag	S1P4 antag	TRPML3 ag
Cc1cc(Cl)ccc1OCc1nnc2n1CCCCC2	2.7	13	4	-1	-6	28	-1.9	-2	0.3
O=C1CC(c2cccc(Br)c2)C2=C(CCCC2=O)N1 (configuration not stated)	0.8	-15	-2	-13	-6	2	0.1	-5	0.9
O=C1CCC/C(=N/Nc2ccc(Cl)cc2)C1	0.6	-37	2	14	15	-42	0.0	-3	0.5
Cc1ccc(S(=O)(=O)N2CCCCC2)cc1NC(=O)c1ccc2c(c1)OCO2	0.3	-1	2	0	-15	-1	2.1	-11	0.2
CC(C)(O)C#Cc1ccc(C(=O)NCc2cccs2)s1	-0.8	-21	-7	-6	-1	-2	1.2	3	1.1
O=C(CC1SC(=O)N(c2ccccc2)C1=O)Nc1ccccc1 (configuration not stated)	2.3	3	1	6	5	22	0.9	-1	0.1
Cc1cc(C)n(-c2ncnc3sc4c(c23)CCCC4)n1	-0.4	12	1	14	-16	13	-1.9	0	0.3
CCN1CCN(c2ccc(NC(=O)c3ccc4c(c3)[nH]c(=O)n4Cc3ccc(F)cc3)cc2)CC1	0.4	-47	-3	0	-5	20	-1.0	-22	-0.3
COc1ccc(C)cc1S(=O)(=O)N(C)CC(=O)NC1CC1	-2.2	1	-1	-4	21	-11	0.4	-7	0.8
COc1ccccc1NC(=O)c1ccc(-c2ccc(Br)cc2)o1	1.1	60	19	-43	-86	56	-1.2	-10	0.3
CCCCCCC1/C(=N/O)CCC1C(=O)OC (configuration not stated)	2.1	12	-1	10	-2	41	-0.3	10	0.0
COc1cc2[nH]c(=O)n(CCC(=O)N3CCN(c4cc(Cl)ccc4C)CC3)c(=O)c2cc1OC	0.1	-17	-1	12	3	104*	-1.5	-15	-0.1
COc1cccc(OC)c1C(=O)NC(=S)Nc1ccc2c(c1)Cc1ccccc1-2	2.8	13	3	-2	-13	-27	2.2	-13	0.3
CSc1nc2ccccc2n1CC(=O)Nc1ccc(C)c(C)c1	1.3	9	-9	-9	-5	2	0.3	8	-0.4
O=C(CCl)Nc1cccc(-c2cnc3ccccc3n2)c1	0.7	-43	1	-2	-14	x	-0.8	1	0.8
Cn1c(SCc2ccccn2)nnc1-c1ccncc1	-1.2	2	3	4	-4	33	2.1	-3	0.8
CS(=O)(=O)CCC(C(=O)OCc1ccc(Cl)cc1)N1C(=O)c2ccccc2C1=O (configuration not stated)	-0.7	-15	6	5	8	19	1.0	-11	-0.2
C=CCNC(=O)c1ccc(OC2CCN(S(=O)(=O)N(C)C)CC2)cc1	5.9	-6	5	-4	2	-39	4.0	7	2.4
COc1ccccc1N1CCN(c2cc(=O)n(-c3ccc(Br)cc3)c(=O)[nH]2)CC1	0.5	9	4	8	2	1	1.2	-3	0.3
COc1ccccc1-c1nc(C#N)c(NCc2ccc(F)cc2)o1	1.3	-61	4	-19	-4	-10	-1.9	-10	-1.7
NC/C(=N\O)c1ccc(Cl)cc1Cl	-1.5	6	-3	-8	24	27	0.5	28	-0.7
O=C(CCCC1=NS(=O)(=O)c2ccccc2N1)N1CCN(c2ccc(Cl)cc2)CC1	0.7	39	0	16	-18	-16	1.1	-3	1.1
N#Cc1c(N)nc2c(c1N)CC(=O)N2c1ccc(Cl)cc1	2.2	9	-1	-2	5	11	-0.6	-9	-0.9
CCOc1ccc(NC(=O)CN2C(=O)C(C)SC(C)C2=O)cc1 (configuration not stated)	1.0	-6	-4	3	-9	6	0.1	-7	0.1
CN(C)CCNc1oc(COc2ccc(Cl)cc2Cl)nc1C#N	-2.0	-3	5	-16	5	1	4.1	-7	1.6
CC(=O)c1nn(-c2cccc(Br)c2)cc1C(=O)c1ccc(C)cc1	0.3	-10	4	-7	-31	50	-0.6	6	0.3
CC(C)=CC(=O)Nc1nc2ccc([N+](=O)[O-])cc2s1	0.0	-19	-9	9	21	28	0.7	5	1.0
Cc1cc(NC(=O)CSc2nnc(C)c(=O)n2N)no1	1.1	-22	4	-1	8	12	0.3	-5	0.9
CC(=O)OC1OCCOC1NC(=S)Nc1ccc(C)cc1 (configuration not stated)	1.2	-5	-7	2	14	11	-0.4	-23	0.0
COc1ccccc1S(=O)Cc1ccc(C(=O)NCc2ccccc2Cl)o1 (configuration not stated)	-1.5	-3	3	10	10	23	1.3	-24	0.0

Given with each value named: entries from further up
CN(C)CCNc1oc(COc2ccc(Cl)cc2Cl)nc1C#N
  S1P4 agonist: -2.0
  EP2 modulator: -3
  NPY Y1 blocker: 5
  NPY-Y2 PAM-ag: -16
  NPY1 pot ag: 5
  CHOP inh: 1
  TRPN1 ag: 4.1
  S1P4 antag: -7
  TRPML3 ag: 1.6

CC(=O)OC1OCCOC1NC(=S)Nc1ccc(C)cc1 (configuration not stated)
  S1P4 agonist: 1.2
  EP2 modulator: -5
  NPY Y1 blocker: -7
  NPY-Y2 PAM-ag: 2
  NPY1 pot ag: 14
  CHOP inh: 11
  TRPN1 ag: -0.4
  S1P4 antag: -23
  TRPML3 ag: 0.0

COc1ccccc1N1CCN(c2cc(=O)n(-c3ccc(Br)cc3)c(=O)[nH]2)CC1
  S1P4 agonist: 0.5
  EP2 modulator: 9
  NPY Y1 blocker: 4
  NPY-Y2 PAM-ag: 8
  NPY1 pot ag: 2
  CHOP inh: 1
  TRPN1 ag: 1.2
  S1P4 antag: -3
  TRPML3 ag: 0.3

N#Cc1c(N)nc2c(c1N)CC(=O)N2c1ccc(Cl)cc1
  S1P4 agonist: 2.2
  EP2 modulator: 9
  NPY Y1 blocker: -1
  NPY-Y2 PAM-ag: -2
  NPY1 pot ag: 5
  CHOP inh: 11
  TRPN1 ag: -0.6
  S1P4 antag: -9
  TRPML3 ag: -0.9

Remaining list, next part
SMILES	S1P4 agonist	EP2 modulator	NPY Y1 blocker	NPY-Y2 PAM-ag	NPY1 pot ag	CHOP inh	TRPN1 ag	S1P4 antag	TRPML3 ag
COCCn1c(C)cc(C(=O)CSc2nc3nc(C)cc(C)n3n2)c1C	0.6	4	3	10	11	6	1.4	-5	0.7
COc1ccccc1CNC(=O)CSc1ccc(Br)cc1	-0.3	-8	4	-8	-27	18	-0.9	8	-0.6
O=C(O)CCC1COc2ccccc2O1 (configuration not stated)	-2.5	7	12	-31	-5	28	1.1	-11	1.3
COc1ccc(C(=O)NNc2ccccc2)cc1	2.0	-5	-1	4	14	9	0.3	-17	1.4
COc1ccc(-c2csc(N3CCC(C(N)=O)(N4CCCCC4)CC3)n2)cc1	-1.9	-17	0	-4	-18	0	0.4	-2	1.1
Cc1ccc(C(=O)N2N=C(c3ccccc3)CC2(O)C(F)(F)F)o1 (configuration not stated)	0.2	70*	4	5	-22	57	2.3	2	0.6
O=C1N/C(=N/N=C/c2ccccc2O)SC1Cc1ccc(F)cc1 (configuration not stated)	0.8	-48	x	2	13	90*	-0.6	4	0.4
CN(c1ccccc1C(=O)NC1CCCCC1)S(=O)(=O)c1ccccc1	1.4	-29	20*	-17	-5	10	4.7	-6	1.6
O=C(Nc1ccccc1)c1cccc(-c2nnc(-c3ccccc3)o2)c1	-0.3	28	1	18	-21	16	-1.5	-17	0.4
CCn1c2ccccc2c2cc(NC(=O)c3cc(OC)c(OC)c(OC)c3)ccc21	-2.9	-29	35*	-19	-23	-85	0.8	13	-0.4
CC1C(=O)CCCCCCCCCC2C1(N1CCOCC1)CS2(=O)=O (configuration not stated)	-1.1	14	4	-4	19	19	-0.5	-10	1.3
COc1ccc(C(=O)NC(C)(C)C)cc1S(=O)(=O)N1CCCC1	0.2	-47	5	-3	15	17	-0.5	7	-0.3
CCC(C)Nc1nc2c(c(=O)n(C)c(=O)n2C)n1Cc1cccc(C)c1 (configuration not stated)	-0.1	19	6	5	-2	7	-2.6	-18	-1.1
CCn1c(COc2cccc(C)c2C)nnc1SCC(=O)N1CCN(c2ccc(OC)cc2)CC1	0.8	31	2	-19	14	69	1.6	2	0.0
O=[N+]([O-])c1ccccc1S(=O)(=O)Oc1ccc(C(=S)N2CCOCC2)cc1	1.6	-38	-2	14	-25	47	2.2	-25	1.3
CC(C)Cc1nnc(NC(=O)Cc2cccs2)s1	0.3	-24	2	-6	0	13	-1.1	0	-0.9
O=S(=O)(Oc1ccccc1/C=N/n1cnnc1)c1ccccc1	0.5	-7	2	0	15	5	1.0	-12	0.5
CC(C)CNS(=O)(=O)c1ccc(CCC(=O)NC2CCCC2)cc1	1.2	-16	5	-16	-14	41	-0.7	-2	0.5
CCC1(c2ccccc2)NC(=O)N(CC(=O)Nc2cccc(C#N)c2)C1=O (configuration not stated)	1.4	-29	7	5	14	17	2.0	-11	1.6
CCC(=O)NC(=S)Nc1ccc(OC)cc1OC	1.9	-21	-2	-3	-16	-13	-1.6	-23	0.6
O=[N+]([O-])c1ccc(N2CCN(c3ccccc3O)CC2)c(Cl)c1	2.2	-33	2	9	17	96*	1.5	-14	1.9
O=C(Nc1ccc(Cc2ccncc2)cc1)C1CCC(N2C(=O)C3CC=CCC3C2=O)CC1 (configuration not stated)	0.6	-50	-1	-1	28	24	2.4	-5	1.5
CC(C)c1ccc(/C=C2\NC(=S)N(Cc3cccnc3)C2=O)cc1	-0.7	-6	-5	12	7	41	0.6	6	0.3
O=C(NC(=S)Nc1ccccc1F)c1ccc(Br)o1	-3.0	-22	3	4	-8	-19	-0.6	-1	-0.1
O=S(=O)(Nc1ccc2c(c1)OCO2)c1ccccc1	-3.2	6	7	6	-9	12	-0.6	5	-0.6
Cc1ccc(C)c(NC(=S)/C(=C(\[O-])c2ccc(Cl)s2)[n+]2ccccc2)c1	0.8	-49	3	7	3	-15	-0.1	-4	-1.8
Cc1cccc(NC(=O)C(c2cccc([N+](=O)[O-])c2)N2CCCCC2)c1 (configuration not stated)	1.5	7	15	-10	-12	35	-2.4	13	-1.5
O=C(NCc1ccccc1)C1CCCN(S(=O)(=O)c2cccc3nonc23)C1 (configuration not stated)	2.4	24	-2	-2	-32	11	-0.2	-15	-0.7
CC(=O)c1nnn(-c2nc(N3CCCC3)nc(N(c3ccccc3)c3ccccc3)n2)c1C	1.7	11	2	11	-25	23	-0.6	-7	0.4
CCCCN(CC)CCCNC(=O)Cn1nc(Cc2ccncc2)c2ccccc2c1=O	0.5	6	4	14	5	-4	0.6	0	0.3
Cc1ccc(-c2nc3ccccc3[nH]2)cc1N	-0.9	-28	5	-19	-21	14	-0.2	1	0.3
O=C(Cc1cccs1)Nc1ccc(N2CCOCC2)cc1	0.2	17	-2	-5	-26	7	0.8	1	0.3
CC(C)(C)C(=O)c1sc2nc(-c3cccs3)cc(C(F)(F)F)c2c1N	-0.4	35	2	1	-27	-28	1.1	-9	0.6
CN(CC(=O)Nc1ccc(Cl)cc1)CC(=O)Nc1cc(Cl)ccc1C#N	1.3	-46	4	11	23	41	0.0	-8	-0.3
Cc1c(Cc2ccccc2)sc(NC(=O)Cc2ccccc2)c1C(N)=O	1.9	x	-7	-21	-4	x	0.7	-4	-0.4
COC(=O)c1ccccc1NC(=O)C1CCCC1	0.7	12	-4	1	-7	-16	0.0	-13	0.7
